Compound activity as filed in PubChem BioAssay.
LmPK inh – qHTS Assay for Inhibitors of Leishmania Mexicana Pyruvate Kinase (LmPK); purified LmPK, Kinase-Glo ATP luminescence, 1 h; Potency, µM (doses to about 57.5 µM), without a hit: top-dose activity change, negative = inhibition, most hits filed as inhibitors; 290,000 tested, 0.37% active; AID 1721, 2009
Target sequence (Q27686 whole entry, looked up): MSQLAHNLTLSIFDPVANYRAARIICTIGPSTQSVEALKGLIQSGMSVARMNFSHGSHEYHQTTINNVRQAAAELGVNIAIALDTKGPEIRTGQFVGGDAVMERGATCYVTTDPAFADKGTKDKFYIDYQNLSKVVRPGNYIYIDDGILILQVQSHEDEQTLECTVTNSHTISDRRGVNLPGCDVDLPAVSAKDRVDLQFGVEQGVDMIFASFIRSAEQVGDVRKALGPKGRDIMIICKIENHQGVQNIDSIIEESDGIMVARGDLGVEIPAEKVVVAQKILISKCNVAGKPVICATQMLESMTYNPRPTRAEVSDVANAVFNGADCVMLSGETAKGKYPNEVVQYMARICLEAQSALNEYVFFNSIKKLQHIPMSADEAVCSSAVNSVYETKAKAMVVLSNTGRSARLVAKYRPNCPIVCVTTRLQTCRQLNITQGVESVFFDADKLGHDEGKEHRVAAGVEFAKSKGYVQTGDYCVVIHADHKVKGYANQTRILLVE
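In 50 mM imidazole pH 7.2 with 7 mM MgCl2, LmPK (0.1 nM) turned over PEP (0.5 mM) and ADP (0.1 mM) for 1 h at room temperature. Luciferase read-out of ATP.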
Pf growth 48h – Primary qHTS for delayed death inhibitors of the malarial parasite plastid, 48 hour incubation | 310,000 tested, 5.9% active | P. falciparum luciferase growth in erythrocytes, 48 h | Potency, µM (titrated, usually from 28.7 µM), inactives show at the highest dose activity change, negative = inhibition, usual class: inhibitors
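Erythrocytes infected with P. falciparum carrying an integrated firefly luciferase reporter (2% hematocrit, 0.1% parasitemia final) were exposed to compounds in RPMI 1640 with 0.5% Albumax at 37 C, 5% CO2. Growth inhibition was scored as reduced luminescence.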
Pf growth 96h – Primary qHTS for delayed death inhibitors of the malarial parasite plastid, 96 hour incubation | P. falciparum luciferase reporter growth, 96 h | Potency, µM (doses to about 28.7 µM), without a hit: at the top dose activity change, negative = inhibition, usual class: inhibitors | 320,000 tested, 6.9% active
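Plates of compound plus infected erythrocytes (2% hematocrit, 0.05% parasitemia final) incubate 96 hours, 37 C, 5% CO2. Detection reagent added; reduced luminescence from the parasites' luciferase reporter flags inhibition.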
Tb PYK inh – qHTS of Trypanosoma Brucei Inhibitors. Potency, µM (titrated, usually from 76.8 µM), for the others: at the top dose activity, negative = inhibition, hits mostly inhibitors. pyruvate kinase (Trypanosoma brucei), Q57TT1. 410,000 tested, 0.12% active. TbPYK enzyme, Kinase-Glo Plus ATP luminescence, 45 min; further: nearly all actives have a fitted effect of over 50% in size
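Enzyme and substrate buffer are dispensed first and compound is pin-transferred. ADP at 130 uM final then starts the reaction, which runs 45 min at room temperature. Detection reagent is added for 10 min before luminescence is imaged.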
HCV inhibitor – qHTS Assay for Inhibitors of Hepatitis C Virus (HCV); Huh7.5.1 HCVcc-Cre infection, luciferase reporter, 44 h; AID 651820, 2012; Potency, µM (doses to about 41.8 µM), for the others: top-dose activity change, negative = inhibition, usual class: inhibitors; 340,000 tested, 3.4% active
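HCVcc-Cre virus at an moi near 0.5 was added right after compound to cells cultured 4 h from seeding (1,000 cells/well). Luciferase activity was determined 44 h later, 15 min after substrate addition at RT.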
Sm TGR block – qHTS Assay for the Inhibitors of Schistosoma Mansoni Peroxiredoxins; purified TGR, DTNB reduction, TNB absorbance 405 nm; Potency, µM (titrated, usually from 114 µM), for inactives: at the highest dose activity change, negative = inhibition, usual class: inhibitors; 360,000 tested, 3% active; further: nearly all actives have a fitted effect of over 60% in size
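First, TGR (20 nM dispensed) and NADPH were mixed with compound. Second, a 15 min room-temperature incubation followed. Third, further NADPH and then DTNB were added to start the reaction. Finally, TNB absorbance was monitored kinetically.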
* hit, by the source's call; & = joins results of further samples; [ ] = another dose, or the depositor's remark. The call rests on the fitted dose curve; in most records, active means well fitted curve in the direction sought with a large enough effect; inconclusive means small, poorly fitted or top-dose-only effect, or another doubt; inactive means no such curve, though single readings can be large; an effect the other way counts as inactive or inconclusive. On the % scale 0 is the no-effect control and ±100 the full control effect; potency means the concentration at half of the fitted maximal effect.

A first look, 5 compounds:
What do the screens show for `COc1ccc(O)c(/C=c2/sc3nc4cc(C)c(C)cc4n3c2=O)c1`?
LmPK inh: 19%; Pf growth 96h: -22%; Tb PYK inh: inconclusive; HCV inhibitor: inconclusive; Sm TGR block: 8%[11.4 µM]

Results for Cc1nn(C(=O)c2ccco2)c(C)c1Sc1ccccc1 ?
LmPK inh: 1%; Pf growth 48h: inconclusive; Pf growth 96h: 6%; Tb PYK inh: -6%; HCV inhibitor: 11%; Sm TGR block: 14%

Results for OCC[C@@H]1C[C@@H](O)[C@H](O)[C@]2(Cc3ccccc3CO2)O1 ?
LmPK inh: 0%; Pf growth 48h: 12%; Pf growth 96h: inconclusive; Tb PYK inh: 1%; HCV inhibitor: 13%; Sm TGR block: -17%

How did CCCC1(C(=O)OCC)NC(c2ccc(N(C)C)cc2)C2C(=O)N(c3ccc(OCC)cc3)C(=O)C21 (stereo unspecified) do in these assays?
LmPK inh: 1%; Pf growth 48h: 12µM*; Pf growth 96h: inconclusive; Tb PYK inh: -5%; HCV inhibitor: 12%; Sm TGR block: -2%

What do the screens show for `Cc1ccccc1COC(=O)c1cc([N+](=O)[O-])ccc1N1CCOCC1`?
LmPK inh: 1%; Pf growth 48h: -18%; Pf growth 96h: inconclusive; Tb PYK inh: 3%; HCV inhibitor: 13µM*; Sm TGR block: -29%

The listing, from the first entry:
What do the screens show for `COc1ccc(O)c(/C=c2/sc3nc4cc(C)c(C)cc4n3c2=O)c1`?
LmPK inh: 19%; Pf growth 96h: -22%; Tb PYK inh: inconclusive; HCV inhibitor: inconclusive; Sm TGR block: 8%[11.4 µM]

Results for Cc1nn(C(=O)c2ccco2)c(C)c1Sc1ccccc1 ?
LmPK inh: 1%; Pf growth 48h: inconclusive; Pf growth 96h: 6%; Tb PYK inh: -6%; HCV inhibitor: 11%; Sm TGR block: 14%

Results for OCC[C@@H]1C[C@@H](O)[C@H](O)[C@]2(Cc3ccccc3CO2)O1 ?
LmPK inh: 0%; Pf growth 48h: 12%; Pf growth 96h: inconclusive; Tb PYK inh: 1%; HCV inhibitor: 13%; Sm TGR block: -17%

How did CCCC1(C(=O)OCC)NC(c2ccc(N(C)C)cc2)C2C(=O)N(c3ccc(OCC)cc3)C(=O)C21 (stereo unspecified) do in these assays?
LmPK inh: 1%; Pf growth 48h: 12µM*; Pf growth 96h: inconclusive; Tb PYK inh: -5%; HCV inhibitor: 12%; Sm TGR block: -2%

What do the screens show for `Cc1ccccc1COC(=O)c1cc([N+](=O)[O-])ccc1N1CCOCC1`?
LmPK inh: 1%; Pf growth 48h: -18%; Pf growth 96h: inconclusive; Tb PYK inh: 3%; HCV inhibitor: 13µM*; Sm TGR block: -29%

What do the screens show for `CCC(=O)Nc1ccccc1C(=O)OCC(=O)c1cccc2ccccc12`?
LmPK inh: 5%; Pf growth 48h: 45%[activator]; Pf growth 96h: 114%[activator]; Tb PYK inh: -7%; HCV inhibitor: -30%; Sm TGR block: -17%

How did Cc1ccc(C(=O)NNC(=O)c2cccs2)cc1 do in these assays?
LmPK inh: 1%; Pf growth 48h: 326%[activator]; Pf growth 96h: inconclusive; Tb PYK inh: -20%; HCV inhibitor: -2%; Sm TGR block: -4%

What do the screens show for `N#CC1(NC(=O)COC(=O)c2cccc(-n3cnnn3)c2)CCCCC1`?
Pf growth 48h: 7%; Pf growth 96h: 15%; Tb PYK inh: -3%; HCV inhibitor: 21%; Sm TGR block: 6%

Results for CCCOc1ccc(CSC(CC(=O)O)C(=O)O)cc1 (stereo unspecified) ?
LmPK inh: -3%; Pf growth 48h: inconclusive; Pf growth 96h: inconclusive; Tb PYK inh: 0%; HCV inhibitor: 18%; Sm TGR block: 16%

What do the screens show for `CCNC(=S)NNC(=O)c1ccc(OC)cc1`?
LmPK inh: -1%; Pf growth 48h: 13%; Pf growth 96h: inconclusive; Tb PYK inh: -4%; HCV inhibitor: 21%; Sm TGR block: 4%

Results for Cc1ccc(N(CC(=O)NC2CCCCC2)C(=O)CCCC(=O)Nc2ccccn2)cc1 ?
LmPK inh: 1%; Pf growth 48h: -21%; Pf growth 96h: -2%; Tb PYK inh: 1%; HCV inhibitor: 11%; Sm TGR block: 4%

Results for O=C(CCN1C(=O)c2ccccc2S1(=O)=O)Nc1cc(Cl)ccc1Cl ?
Pf growth 48h: 12%; Pf growth 96h: 37%[activator]; Tb PYK inh: -2%; HCV inhibitor: inconclusive; Sm TGR block: 6%

Results for COc1ccccc1N1CCN(CC(=O)Nc2ccccc2C(=O)NCCc2ccccc2)CC1 ?
Pf growth 48h: inconclusive; Pf growth 96h: inconclusive; Tb PYK inh: -4%; HCV inhibitor: inconclusive; Sm TGR block: -6%

How did Fc1ccc(-c2n[nH]c(=S)c3ccccc23)cc1 do in these assays?
LmPK inh: 5%; Pf growth 48h: inconclusive; Pf growth 96h: -56%; Tb PYK inh: -18%; HCV inhibitor: 13%; Sm TGR block: 2%

How did CSc1nnc(C)c(=O)n1COC(=O)c1ccc(S(=O)(=O)N2CCOCC2)cc1 do in these assays?
LmPK inh: 5%; Pf growth 48h: -11%; Pf growth 96h: -13%; Tb PYK inh: -16%; HCV inhibitor: 0%; Sm TGR block: -21%

Results for CCc1cccc(C)c1NC(=O)c1ccc(CN2CCc3ccccc3C2)cc1 ?
LmPK inh: 2%; Pf growth 48h: 4.7µM*; Pf growth 96h: 1.5µM*; Tb PYK inh: -14%; HCV inhibitor: inconclusive; Sm TGR block: 1%

How did COc1cc(OC)c(C2=NOC(C(=O)N3CCCc4ccccc43)C2)cc1Cl (stereo unspecified) do in these assays?
LmPK inh: 3%; Pf growth 96h: 8.3µM*; Tb PYK inh: -6%; HCV inhibitor: 5.6µM*; Sm TGR block: 0%

What do the screens show for `O=c1ccc2cc(S(=O)(=O)Nc3ccccc3F)ccc2o1`?
LmPK inh: 6%; Pf growth 48h: 2%; Pf growth 96h: -6%; Tb PYK inh: -3%; HCV inhibitor: 3%; Sm TGR block: 1%

How did CCS(=O)(=O)N1CCN(C(=O)COc2ccc(-c3ccccc3)cc2)CC1 do in these assays?
LmPK inh: 11%; Pf growth 96h: -5%; Tb PYK inh: 7%; HCV inhibitor: -4%; Sm TGR block: -7%

What do the screens show for `COc1ccccc1/C=C/CN1CCSCC1`?
LmPK inh: -3%; Pf growth 48h: -2%; Pf growth 96h: inconclusive; Tb PYK inh: 23%; HCV inhibitor: -16%; Sm TGR block: -2%

What do the screens show for `O=c1cc(O)nc(SCc2ccccc2)n1-c1ccccc1`?
LmPK inh: 0%&-4%; Pf growth 48h: 8%&5%; Pf growth 96h: -18%&-3%; Tb PYK inh: -8%&1%; HCV inhibitor: 0%&1%; Sm TGR block: 6%&4%

How did CCCn1nnc(NC(=O)Cc2ccc(Cl)cc2)n1 do in these assays?
LmPK inh: 4%; Pf growth 48h: -2%; Pf growth 96h: -22%; Tb PYK inh: 1%; HCV inhibitor: 3%; Sm TGR block: -7%

What do the screens show for `Cc1ccccc1C(=O)c1cccn1CC(=O)NCCCN1CC(C)CC(C)C1` (stereo unspecified)?
LmPK inh: -1%; Pf growth 48h: 0%; Pf growth 96h: inconclusive; Tb PYK inh: -7%; HCV inhibitor: -1%; Sm TGR block: -2%

Results for CC(NS(=O)(=O)c1ccc2c(c1)oc(=O)n2C)c1ccccc1 (stereo unspecified) ?
LmPK inh: -5%; Pf growth 48h: -21%; Pf growth 96h: inconclusive; Tb PYK inh: 5%; HCV inhibitor: 1%; Sm TGR block: -1%

What do the screens show for `Cc1ccc(C(=O)OCCOc2cccc(Cl)c2)cc1S(=O)(=O)N1CCOCC1`?
Pf growth 48h: 23%; Pf growth 96h: inconclusive; Tb PYK inh: -7%; HCV inhibitor: -23%; Sm TGR block: -3%

How did CCOC(=O)c1nn(-c2ccc3ccccc3c2)cc1O do in these assays?
LmPK inh: -2%; Pf growth 48h: 120%[activator]; Pf growth 96h: 119%[activator]; Tb PYK inh: 4%; HCV inhibitor: 1%; Sm TGR block: -7%

What do the screens show for `CCN1CCN(c2ccc(NC(=O)c3ccc(OC)c(S(=O)(=O)N4CCCC4)c3)cc2)CC1`?
Pf growth 48h: 4%; Pf growth 96h: inconclusive; Tb PYK inh: -1%; HCV inhibitor: -9%; Sm TGR block: -4%

How did Cc1ccc(C(=O)COC(=O)c2n[nH]c(=O)c3ccccc23)cc1 do in these assays?
LmPK inh: 3%; Pf growth 48h: 6%; Tb PYK inh: -2%; HCV inhibitor: inconclusive; Sm TGR block: inconclusive

Results for COc1ccc(NS(=O)(=O)c2c(C)n(C)c(=O)n(C)c2=O)cc1OC ?
LmPK inh: 0%; Pf growth 96h: 8%; Tb PYK inh: -10%; HCV inhibitor: 11%; Sm TGR block: 0%

How did O=C(COC(=O)[C@@H]1CCCN1S(=O)(=O)c1ccccc1F)NCc1ccc2c(c1)OCO2 do in these assays?
Pf growth 48h: -4%; Pf growth 96h: 22%; Tb PYK inh: 0%; HCV inhibitor: 0%; Sm TGR block: -6%

How did O=C1NC(Cc2c[nH]c3ccccc23)C(=O)N1CCOc1ccc(F)cc1 (stereo unspecified) do in these assays?
LmPK inh: 4%; Pf growth 48h: 6%; Pf growth 96h: 4%; Tb PYK inh: -1%; HCV inhibitor: 8%; Sm TGR block: -7%

How did Cc1ccc(CNc2cc(C(=O)O)ccc2C)s1 do in these assays?
LmPK inh: 3%; Pf growth 48h: 13%; Pf growth 96h: 0%; Tb PYK inh: 1%; HCV inhibitor: 11%; Sm TGR block: inconclusive

What do the screens show for `Cc1ccn2cc(CNS(=O)(=O)c3ccc4c(c3)OCCO4)nc2c1`?
LmPK inh: -3%; Pf growth 48h: 3%; Pf growth 96h: -2%; Tb PYK inh: -3%; HCV inhibitor: 7%; Sm TGR block: 0%

Results for Cn1c(=O)[nH]c(=O)c2c1nc(Br)n2CCCO ?
LmPK inh: 6%; Pf growth 48h: 14%; Pf growth 96h: inconclusive; Tb PYK inh: 0%; HCV inhibitor: 16%; Sm TGR block: 12%

Results for COc1ccc(CC(=O)Nc2ccc(S(=O)(=O)N3CCCC3)cc2)c(OC)c1 ?
Pf growth 48h: inconclusive; Pf growth 96h: inconclusive; Tb PYK inh: -1%; HCV inhibitor: inconclusive; Sm TGR block: -6%

What do the screens show for `O=C(C#Cc1ccccc1)Nc1ccccc1F`?
LmPK inh: inconclusive; Pf growth 48h: -13%; Pf growth 96h: 9.3µM*; Tb PYK inh: -8%; HCV inhibitor: inconclusive; Sm TGR block: -7%

Results for CCN(CC)S(=O)(=O)c1ccc(N2CCOCC2)c(NC(=O)c2ccc(C#N)cc2)c1 ?
LmPK inh: -8%; Pf growth 48h: 0%; Pf growth 96h: inconclusive; Tb PYK inh: -7%; HCV inhibitor: -5%; Sm TGR block: 3%

What do the screens show for `CCOC(=O)c1cnn(-c2cc(Oc3ccccc3C)ncn2)c1N`?
LmPK inh: 1%; Pf growth 48h: 1%; Tb PYK inh: 4%; HCV inhibitor: 10%; Sm TGR block: 7%

What do the screens show for `CC1Oc2ccccc2N(CC(=O)Nc2ccc3c(c2)OCO3)C1=O` (stereo unspecified)?
LmPK inh: 1%; Pf growth 48h: 21%; Pf growth 96h: 23%; Tb PYK inh: 0%; HCV inhibitor: 11%; Sm TGR block: 4%

Results for Oc1ccc(/C=C/c2ccnc3ccccc23)cc1 ?
LmPK inh: -1%; Pf growth 48h: inconclusive; Pf growth 96h: -103%; Tb PYK inh: -6%; HCV inhibitor: 8.9µM*; Sm TGR block: -5%
